From PubChem
KB-V1 MDR tox – KB-V1 MDR subline cytotoxicity. KB-V1 MDR cells viability, CellTiter-Glo, 72 h. Potency, µM (titrated, usually from 46.1 µM), without a hit: at the highest dose activity change, negative = cytotoxicity, usual class: cytotoxic. 3.4% of 400,000 active. AID 1347076; note: potency is the fitted concentration of half-maximal effect; % is set by controls: 0 for no effect and ±100 for the full control effect; nearly all actives have a fitted effect of over 60% in size
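Following 72 h at 37 degrees C with compound, KB-V1 cell viability was read by CellTiter-Glo luminescence, medium being phenol-red-free DMEM plus 10% FBS; concentration-response parameters came from normalized, curve-fitted qHTS data.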
HT1080 IDH1KD tx – toxicity to HT-1080 IDH1 knockdown cells (counter line); AID 686971; Potency, µM (series often up to 46.1 µM), without a hit: at the top dose activity, negative = toxicity, usual class: cytotoxic; HT-1080 IDH1 knockdown viability, ATP luminescence, 48 h; 2% of 360,000 active;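 note: potency is the fitted concentration of half-maximal effect; 0% = DMSO wells and -100% = cell-free medium wells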
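Cytotoxicity counter-line: IDH1KD HT-1080, 48 h, CellTiter-Glo. Curves classed by r2, magnitude and activity.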
MCF10A rereplic – DNA re-replication induction in MCF 10a cells; MCF 10A DNA re-replication, Hoechst nuclear intensity, 48 h; Potency, µM (series often up to 46.1 µM), for the others: at the top dose activity, positive = re-replication, most hits filed as activators; 2.9% of 350,000 active; AID 624296; note: potency is the fitted concentration of half-maximal effect; % of control where 0% means no effect; nearly all actives have a fitted effect of over 50% in size
GLP1R cytotox – cytotoxic in the GLP-1 receptor inverse agonist counter-screen; HEK293 cAMP-luciferase reporter cells, luminescence, 24 h; Potency, µM (top dose mostly 38.3 µM), inactives show top-dose activity change, negative = inhibition, most hits filed as inhibitors; 0.13% of 410,000 active; AID 624418;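 note: loss of luciferase light is scored as toxicity; potency is the fitted concentration of half-maximal effect; % is set by controls: 0 for no effect and ±100 for the full control effect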
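MLSMR compounds, 24 hr on cells at 37 deg C/5% CO2; luminescence after luciferase reagent (12 min RT). Inhibition counted as the undesired cytotoxic outcome.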
IL1B secr inh – inflammasome signaling inhibition, IL-1 beta readout | THP-1 LPS/ATP IL-1B secretion, AlphaLISA, 16 h; hits give low values | activity change, % at 57.5 µM | 4.7% of 360,000 active | AID 743279; in the data active = activity change below about -50%; inconclusive = mostly about -30% to -49%; note: % is set by controls: 0 for no effect and ±100 for the full control effect
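THP-1 cells pretreated 1 hr with compounds (up to 57.5 uM final), then stimulated with LPS (250 ng/mL final) plus ATP (1.25 mM final); secreted IL-1B measured by AlphaLISA after 16 hr, decreased signal indicating inhibition.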
SW480 rerep – induces DNA re-replication in SW480 colon adenocarcinoma cells; Potency, µM (series often up to 46.1 µM), for inactives: at the highest dose re-replication activation, hits mostly activators; SW480 DNA re-replication, Hoechst DNA content imaging, 48 h; 1.8% of 340,000 active; note: potency is the fitted concentration of half-maximal effect; % of control where 0% means no effect; nearly all actives have a fitted effect of over 55% in size
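Cells (250 per well) received 23 nL compound or DMSO by pin tool and were kept 48 hr at 37 C, 5% CO2. Nuclei were then stained with Hoechst for 40 min and scanned for DNA content.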
HT1080-NT tox – kills 2HG-producing HT-1080-NT fibrosarcoma cells. HT-1080-NT fibrosarcoma viability, CellTiter-Glo ATP luminescence, 48 h. Potency, µM (series often up to 46.1 µM), for the others: at the top dose activity, negative = less viability, hits mostly cytotoxic. 1.6% of 360,000 active. AID 686970;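 note: NT is the 2HG producing partner of a matched IDH1 knockdown line; potency is the fitted concentration of half-maximal effect; 0% = DMSO-treated cells and -100% = media-only wells without cells; nearly all actives have a fitted effect of over 55% in size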
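Toxicity toward the 2HG-producing NT line was scored as %Activity, normalised to DMSO and no-cell wells, from CellTiter-Glo luminescence after 48 hours' treatment.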
DRD3 agonist – activates the human D3 dopamine receptor; P35462; AID 652048; D3R DiscoveRx beta-arrestin cells, luminescence, 90 min; 0.58% of 410,000 active; max activation, %; in the data active = max activation above about 30%; note: 0% is about no effect; mostly tested at two doses, the higher about 12 µM
Target sequence (P35462 whole entry, looked up): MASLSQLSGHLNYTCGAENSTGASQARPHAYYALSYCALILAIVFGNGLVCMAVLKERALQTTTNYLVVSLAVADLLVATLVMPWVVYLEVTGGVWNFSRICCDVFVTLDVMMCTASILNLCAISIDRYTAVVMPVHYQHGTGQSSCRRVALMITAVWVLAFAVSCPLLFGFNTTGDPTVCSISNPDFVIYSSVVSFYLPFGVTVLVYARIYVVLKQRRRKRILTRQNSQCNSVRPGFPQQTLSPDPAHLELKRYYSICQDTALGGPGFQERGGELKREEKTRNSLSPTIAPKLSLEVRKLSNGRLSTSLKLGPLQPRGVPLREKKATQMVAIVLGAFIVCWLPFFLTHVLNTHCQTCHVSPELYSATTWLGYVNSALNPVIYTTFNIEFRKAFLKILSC
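Agonist mode: compounds and dopamine controls were applied to plated cells for 90 min at 37 degrees C after an overnight attachment at 1500 cells/well. Luminescent read-out followed 30 - 60 minutes at room temperature with DiscoveRx detection reagent.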
KB-3-1 tox – KB-3-1 parental cell cytotoxicity. KB-3-1 viability, CellTiter-Glo ATP luminescence, 72 h. Potency, µM (doses to about 46.1 µM), for the others: at the top dose activity change, negative = cytotoxic, usual class: cytotoxic. 1.4% of 400,000 active. AID 1347075; note: potency is the fitted concentration of half-maximal effect; % is set by controls: 0 for no effect and ±100 for the full control effect; nearly all actives have a fitted effect of over 60% in size
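Here the drug-naive KB-3-1 line serves as comparator for MDR sub-line selectivity; cells received compound titrations, 72 h at 37 °C, then CellTiter-Glo readout.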
* hit, by the source's call; u = inconclusive; x = no result given; [ ] = dose if it differs, or a comment. Unless noted, calls come from the whole dose curve; as a rule, active = well fitted curve in the direction sought with a large enough effect; inconclusive = small, poorly fitted or top-dose-only effect, or another doubt; inactive = no such curve, though single readings can be large; an effect the other way counts as inactive or inconclusive.

SMILES	KB-V1 MDR tox	HT1080 IDH1KD tx	MCF10A rereplic	GLP1R cytotox	IL1B secr inh	SW480 rerep	HT1080-NT tox	DRD3 agonist	KB-3-1 tox
CCC(C)Sc1nnc(Cc2cc(=O)[nH]c(=O)[nH]2)n1-c1ccc(F)cc1 (stereo unspecified)	0%	0%	10%	2%	-11	1%	0%	-8	22%
Cc1cc(C)n2nc(C(=O)OCC(=O)Nc3ccc(Cl)cc3)nc2n1	23%	10%	x	-15%	-6	x	15%	3	8%
O=C(Cc1ccccc1)Nc1c(C(=O)N2CCCCCC2)cnn1-c1ccccc1	-9%	5%	23%	-10%	6	-1%	7%	-1	-1%
Cc1nc(CS(=O)(=O)c2ccccc2)cc(Sc2ccccc2Cl)n1	3%	1%	2%	3%	2	-7%	-2%	3	-19%
CCCS(=O)(=O)NC(=O)C1(C)CCN(C(=O)COc2ccc(Cl)cc2Cl)C1 (stereo unspecified)	19%	7%	x	1%	23	x	14%	76*	0%
Cc1cc(SC(C)C(=O)Nc2ncc(Cl)cc2Cl)nc2ccccc12 (stereo unspecified)	18µM*	-5%	u	58%[activator]	0	-3%	0%	4	2%
O=C(NC1CC1)C1CCN(C(=O)c2ccccc2Cl)CC1	8%	14%	-10%	-1%	-14	-15%	u	2	25%
O=C(Oc1ccc2c3c(c(=O)oc2c1)CCC3)c1ccco1	-10%	-3%	2%	6%	-3	2%	0%	-22	19%
CCN(C(=O)Cn1cnc2c1c(=O)n(C)c(=O)n2C)c1ccccc1C	u	x	x	-4%	x	x	x	4	4%
CNS(=O)(=O)c1cccc(C(=O)OCC(=O)N2CCc3ccccc3C2)c1	1%	0%	0%	14%	0	3%[9.22 µM]	1%	-4	2%
Cc1ccc(-c2nnc(N3CCN(S(C)(=O)=O)CC3)c3ccccc23)cc1	-2%	3%	-1%	-13%	-59*	3%	-2%	-3	-1%
CCOC(=O)/C(C(=O)Nc1ccccc1Cl)=C1/NC(C)(C)Cc2ccccc21	-14%	7%	27%	-2%	8	13%	-3%	-3	0%
CCOC(=O)N1CCN(C(=O)CCSc2ccc(Cl)cc2)CC1	23µM*	9%	14%	-1%	-5	-1%	7%	1	-18%
CN(C)Cc1c(O)ccc2c(=O)c(-c3ccc(Cl)cc3)coc12	22%	7%	0%	21%	-9	u	10%	-2	-1%
COc1ccc(NS(=O)(=O)c2cc3c4c(c2)C(C)C(=O)N4CCC3)cc1 (stereo unspecified)	12%	5%	-5%	-3%	0	-1%	0%	4	18%
CC(C)CNC(=S)N1CCC(C(=O)c2ccc(F)cc2)CC1	-3%	-2%	7%	u	0	-33%	-10%	-3	-16%
CCc1ccc2[nH]c3nc(N/N=C/c4cccc(O)c4)nnc3c2c1	0%	9.2µM*	u	-2%	21	15%	u	-5	u
COc1ccc(OCCCC(=O)Nc2nnc(C3CCCO3)s2)cc1 (stereo unspecified)	-1%	5%	-1%	-5%	30	-5%	9%	1	1%
NS(=O)(=O)c1ccc(NC(=S)NCc2ccccc2Cl)cc1	-11%	-2%	-5%	31%	-3	x	-4%	-8	-1%
O=C1NCCc2onc(-c3ccc(Br)cc3)c21	-5%	2%	x	-13%	-13	x	16%	-1	0%
O=C(Nc1nnc(-c2ccc(F)cc2)o1)c1ccc(S(=O)(=O)N2CCOCC2)cc1	u	u	8%	-7%	64	10µM*	-15%	1	4.1µM*
Cc1cc(C(=O)Nc2cccc3c2O[C@@H](CN(C)S(C)(=O)=O)[C@H](C)CN([C@@H](C)CO)C3=O)n(C)n1	u	10%	0%	0%	11	5%	11%	-32	12%
CCN(CC(=O)Nc1c(F)cccc1F)C(=O)CN1c2cccc3cccc(c23)S1(=O)=O	1%	3%	12%	-3%	9	-77%	-2%	-8	25%
COc1cc(NC(=S)NC(C)=O)ccc1NC(=O)C(C)C	0%	23%	0%	6%	-6	2%	19%	4	-25%
CSc1ccc(CN2C(=O)NC3(CCCCCCC3)C2=O)cc1	-20%	-5%	-14%	7%	-12	-14%	-4%	-5	1%
CCOC(=O)C1CCN(CC(=O)Nc2ccc(OC)c(S(=O)(=O)N3CCCCC3)c2)CC1	u	-2%	0%	-7%	u	-10%	-3%	-12	-2%
Cn1ccc2c(OCC(=O)Nc3ccc([N+](=O)[O-])cc3)cccc2c1=O	15%	x	x	0%	x	x	x	-5	0%
Cc1ccc(-n2nc3c(c2NC(=O)c2ccccc2)CS(=O)(=O)C3)cc1C	-14%	12%	-2%	6%	0	-17%	3%	4	-14%
CC1=CCC2C(=O)N(c3ccc(C(=O)N4CCCCCC4)cc3)C(=O)C2C1 (stereo unspecified)	-15%	11%	6%	-4%	-1	0%	2%	4	4%
O=C(CN1CCN(S(=O)(=O)c2ccc(Cl)c(Cl)c2)CC1)N1CCCCC1	x	-18%	u	6%	-9	1%	-2%	-16	x
O=C(CCSCCc1ccccn1)Nc1ccc(Cl)cc1	u	x	x	5%	x	x	x	5	25%
O=C(c1ccncc1)N1CCCC(N2CCN(c3cccc(C(F)(F)F)c3)CC2)C1 (stereo unspecified)	u	-7%	6%	-7%	0	10%	-9%	4	-27%
Cc1nc(C(=O)N2CCC(n3nccc3NC(=O)Nc3ccccc3Cl)CC2)cs1	4%	7%	0%	3%	-5	-26%	28%	-5	-3%
CC(=O)c1ccc(NC(=S)NC(C)c2ccc(Cl)cc2Cl)cc1 (stereo unspecified)	18µM*	u	u	10%[0.307 µM]	-73*	-4%	u	-6	-20%
N#Cc1cccc(Cn2cc(C(F)(F)F)ccc2=O)c1	11%	4%	1%	9%	25	-3%	1%	4	-4%
CCNc1nc(NCC)n2c(SCC(=O)c3ccccc3Cl)nnc2n1	0%	5%	43%	-4%	19	-9%	2%	-8	2%
CC(=O)c1ccc(OCc2cc(C(=O)N3CC4C[C@@H]5CC3C[C@H](C4)C5)no2)cc1	u	-1%	25%	12%	-6	-1%	0%	-2	-14%
Cc1cc2oc(=O)cc(-c3ccccc3)c2c(C)c1-c1ccc(C(F)(F)F)cc1	22%	13%	0%	-2%	48	-5%	21%	4	15%
Cc1ccc(C(=O)N/C(=C/c2cccnc2)C(=O)O)cc1	5%	4%	5%	-3%	12	u	0%	3	5%
COC(=O)c1cc(-c2c(C)oc3cc(O)ccc3c2=O)c(C)o1	3%	4%	0%	2%	17	-4%	3%	-16	-2%
O=C(c1ccc2c(c1)OCO2)N1CCC2(CC1)Oc1ccc(F)cc1C(=O)C21CC(c2ccc(Cl)cc2)=NO1 (stereo unspecified)	6%	-1%	3%	-12%	-30	-13%	-2%	2	-1%
N#CC1=C(N)Oc2c(oc(CO)cc2=O)C1c1cccs1 (stereo unspecified)	8%	-7%	2%	7%	1	-3%	0%	-5	0%
CCc1ccc(CN2CCc3nc(Nc4ccccc4)ncc3C2)cc1	u	x	x	-15%	x	x	x	-14	-15%
CCc1ccc2c(c1)C(=O)C(=O)N2CCS(=O)(=O)c1ccccc1	5%	0%	-8%	8%	26	-6%	-8%	-5	4%
Cc1c(Br)c([N+](=O)[O-])nn1CC(=O)c1ccccc1	-4%	4%	0%	-27%	21	-12%	1%	-7	-1%
O=C(O)c1ccc(N2C(=O)CSC2=S)cc1	0%	10%	17%	-8%	-62*	-10%	u	8	7%
O=C(NNC(=O)C1[C@H]2CCCC[C@@H]12)NC1CCCCC1 (stereo partly specified)	0%	5%	3%	0%	24	-27%	7%	1	-2%
Cc1ccc(C)c(N2CCN(S(=O)(=O)c3ccc4c(c3)NC(=O)CS4)CC2)c1	-3%	u	2%	-11%	u	u	u	4	-12%
Cc1ccc(-c2nn(-c3ccc(F)cc3)cc2C(=O)N2CCN(C3CCS(=O)(=O)C3)CC2)cc1 (stereo unspecified)	9%	-1%	0%	-10%	-10	-1%	13%	-1	19%
NC(=O)c1nsc(C(=O)N(CC(=O)NCc2ccc3c(c2)OCO3)C2CCCCC2)c1N	-8%	-3%	0%	0%	-21	-3%	-6%	14	11%
CS(=O)(=O)N(CC(=O)Nc1ccc2c(c1)OCO2)c1ccc2c(c1)OCO2	-5%	5%	-17%	0%	-1	-3%	1%	-24	0%
O=C(Nc1ccc(Cl)cc1)NC1CCCC1Cc1ccco1 (stereo unspecified)	-16%	u	11%	10%	-89*	4%	-15%	1	1%
COc1cc(/C=C(\C#N)C(=O)N2CCCCC2)ccc1O	11%	2%	5%	-22%	0	38%	3%	5	6%
NC(=S)NN=Cc1cc(-c2cccc(N)c2)ccn1	u	u	x	-30%	134	x	-15%	3	u
COc1ccccc1NC(=O)N1CCCC1C(=O)Nc1ccc(NC(C)=O)cc1 (stereo unspecified)	13%	17%	0%	-9%	4	-5%	11%	-3	9%
O=C(CSc1nnc(-c2n[nH]c3ccccc23)n1-c1ccccc1)Nc1ccccc1Cl	-20%	-26%	x	-22%	u	x	-30%	11	-29%
Cc1c(Cl)cccc1NC(=S)Nn1cnnc1	1%	3%	3%	-2%[7.66 µM]	u	3%	-7%	1	7%
